Screening results (PubChem)
PMI inhibition – MPI inhibition at elevated mannose 6-phosphate – biochemical, fluorescence intensity, high mannose 6-phosphate, primary screen (AID 1220); recombinant PMI enzyme, coupled fluorescence intensity; higher % means a stronger effect; inhibition, % at 20 µM, or IC50 in µM where a hit was titrated; actives 0.66% (n = 190,000)
RSV antiviral HEp-2 – inhibition of RSV-induced cytopathic effect – HEp-2 cells, primary 10 µM value included (AID 2391); HEp-2 cells, RSV-induced CPE inhibition; higher % means a stronger effect; CPE inhibition, % at 10 µM, or IC50 in µM where a hit was titrated; actives 0.13% (n = 310,000); in the data active = a potency from the dose series; inconclusive = CPE inhibition mostly from about 23% at the one dose, without a potency; inactive = the rest, 99 in 100 with CPE inhibition below about 21%; also: strong numbers were not always called active
PMI inhibitors – inhibitors of human PMI, primary screen, biochemical, fluorescence intensity, coupled assay (AID 1209); inhibition, % at 20 µM; hits with a dose series show IC50 in µM; purified PMI enzyme, coupled fluorescence intensity; higher % means a stronger effect; actives 0.42% (n = 190,000);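 also: plate controls were DMSO vehicle for no effect and wells lacking substrate for full effect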
TNAP activators – human TNAP enzyme activators, primary screen, biochemical, luminescent, no phosphate acceptor, uHTS (AID 1001); purified TNAP, luminescent activation assay, no phosphate acceptor; higher activation fold means a stronger effect; one-dose activation fold at 20 µM; EC50 in µM for titrated hits; actives 0.03% (n = 200,000); in the data active = activation fold from about 3, or a potency from the dose series; inactive = the rest, 99 in 100 with activation fold below about 1.6; also: many of its hits are not listed in these tables
Insulin prom up – MIN6 insulin promoter up-regulation; AID 1625; MIN6 insulin promoter-GFP reporter, high-content imaging; hits give high values; z-score at 5 µM; actives 0.3% (n = 190,000);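 active = z-score above 3 at 5 µM with at least 500 cells counted in the well; inconclusive = wells under 500 cells, flagged as cytotoxic or low count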
West Nile virus CPE – West Nile virus antiviral activity, cell-based, CPE readout (AID 1621). West Nile virus-infected cells, CPE inhibition; higher % means a stronger effect. CPE inhibition, % at 10 µM; hits with a dose series show IC50 in µM. actives 0.02% (n = 290,000); in the data active = a potency from the dose series; inconclusive = CPE inhibition mostly from about 3.7% at the one dose, without a potency; inactive = the rest, 99 in 100 with CPE inhibition below about 2.2%; also: strong numbers were not always called active
Salmonella PhoP GFP – PhoP-dependent GFP reporter repression – Salmonella Typhimurium, primary screen (AID 1863). inhibition, % at 50 µM, or IC50 in µM where a hit was titrated. actives 0.16% (n = 300,000). S. Typhimurium PhoP-regulated promoter GFP reporter, 4 h; higher % means a stronger effect;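 active = inhibition over 29.93%, a cutoff 3 SD above the screen mean, later confirmed by dose response; inconclusive = inhibition over 29.93% but no dose response follow-up; inactive = inhibition at most 29.93% or unconfirmed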;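 also: 0% = low Mg2+ inducing control and 100% = high Mg2+ repressing control; strong numbers were not always called active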
ER stress rescue – protection against thapsigargin-triggered cell killing – 384-well, CSM14.1, ATP luminescence, primary screen (AID 1222) | CSM14.1 thapsigargin-induced death rescue, ATP luminescence; higher % means a stronger effect | cellular ATP content (survival), % at 20 µM, or EC50 in µM where a hit was titrated | 190,000 tested, under 10 active;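 active = EC50 below 50 µM in the dose-response confirmation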;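 also: death triggered by thapsigargin at about 15 µM added after 2 h compound pretreatment; cell ATP read after overnight thapsigargin exposure of roughly 18 to 22 hours; normalized against plate controls of thapsigargin alone and 5% DMSO vehicle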
Large T inhibition – SV40 large T antigen inhibitors, biochemical (AID 1903) | SV40 large T antigen ATPase/helicase inhibition assay; higher % means a stronger effect | inhibition, % at 20 µM, or IC50 in µM where a hit was titrated | actives 0.39% (n = 310,000); in the data active = a potency from the dose series; inconclusive = inhibition mostly from about 32% at the one dose, without a potency; inactive = the rest, 99 in 100 with inhibition below about 32%; also: strong numbers were not always called active
Insulin prom up cell count – further read-out of Insulin prom up, marked with its call; cell count; measured here: cytotoxicity, nuclei count;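 total cells summed across four imaged fields per well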
* = called active by the depositor; u = inconclusive; x = not tested or not shown. Rule as the data show it, unless noted: active = inhibition above about 50%; inactive = the rest.

SMILES	PMI inhibition	RSV antiviral HEp-2	PMI inhibitors	TNAP activators	Insulin prom up	Insulin prom up cell count	West Nile virus CPE	Salmonella PhoP GFP	ER stress rescue	Large T inhibition
COc1ccc(C(=O)Nc2ccccc2C(=O)NCCN2CCOCC2)cc1	0.3%	3.0%	5.7%	1.1	0	1150	0.5%	0.7%	x	4.8%
OC(COc1ccc(C2C=CCC2)cc1)CN1CCCCC1 (stereo not given)	-1.2%	-2.2%	-8.8%	1.1	-1.31	1224	-0.2%	11.5%	-1.3%	5.7%
COC(=O)c1nnn(-c2cccc(Cl)c2)c1C(=O)OC	x	1.8%	x	x	x	x	0.4%	-15.3%	x	10.7%
COc1ccc(Cl)cc1C(=O)Nc1ccc2nc3n(c(=O)c2c1)CCCC3	x	15.3%	x	x	x	x	-1.8%	12.7%	x	-1.9%
COc1ccc(Cn2c(=S)[nH]c3ccccc32)cc1	0.3%	7.0%	2.6%	1.9	0.38	1640	-0.7%	-2.3%	-0.9%	7.8%
CCc1ccc(CNC(=O)CCn2ccc3cc(S(=O)(=O)N4CCCC4)ccc32)cc1	x	1.8%	x	x	x	x	0.2%	-1.6%	x	3.1%
O=C(COc1ccc2ccc(=O)oc2c1)Nc1ccc2c(c1)OCCO2	x	2.1%	x	x	x	x	0.6%	1.4%	x	2.8%
CC(=O)Nc1ccc(S(=O)(=O)N2CCC(NC(=O)c3ccco3)CC2)cc1	15.8%	0.3%	12.5%	0.9	0.42	2036	0.2%	9.2%	-1.2%	3.8%
COc1ccc(/C=C/C(=O)c2cc(F)ccc2OC(=O)c2ccccc2C)cc1OC	7.3%	14.1%	7.7%	1.1	-2.99	718	-0.2%	-11.2%	12.1%	0.1%
O=C(N/N=C/c1ccc(OC(=O)c2ccccc2Cl)cc1)c1cc(O)cc(O)c1	x	0.5%	x	x	x	x	0.0%	9.4%	x	16.3%
Cc1ccc(S(=O)(=O)N(C)C)cc1NC(=O)COC(=O)Cc1n[nH]c(=O)c2ccccc12	x	1.8%	x	x	x	x	-0.4%	1.6%	x	11.2%
O=C(CSc1nnc(CCCN2C(=O)c3cccc4cccc(c34)C2=O)n1-c1ccccc1)NCCCO	8.6%	8.5%	17.6%	1	0.08	1376	-0.1%	-4.8%	-1.2%	6.8%
c1ccc(-n2c(-c3ccncc3)nnc2N2CCOCC2)cc1	6.7%	2.4%	5.9%	1.1	-0.73	989	-0.1%	5.5%	1.6%	17.4%
OCCNCc1cccc2ccccc12	-1.3%	1.3%	-1.8%	1.1	1.04	1577	0.0%	-2.1%	0.0%	0.0%
O=C(CSc1nc(-c2ccccc2)cs1)Nc1cccc([N+](=O)[O-])c1	2.0%	11.3%	11.7%	1	-0.26	1316	-1.1%	1.5%	4.3%	4.4%
CCN(CC)C(=O)C(=O)Nc1ccc(OCc2ccccc2)cc1	0.5%	1.1%	0.1%	1.1	-0.44	1654	-1.1%	-9.8%	-0.3%	15.4%
Brc1ccc(C2=NC(Cc3ccccc3)CO2)cc1 (stereo not given)	0.2%	-2.4%	0.4%	1	-0.25	921	0.1%	3.4%	-2.4%	5.7%
CN1CCN(C(c2ccccn2)c2cc(Cl)c3cccnc3c2O)CC1 (stereo not given)	43.8%	-0.9%	28.0%	2.5	-1.06	938	-1.3%	95.8µM*	1.1%	14.2%
COc1cccc(CNCCOCCO)c1OC	5.4%	0.1%	3.8%	1.1	0.13	1123	0.0%	0.5%	1.2%	1.9%
Cc1ccc(NC(=O)Cn2cnc3c(oc4nc5c(cc43)COC(C)(C)C5)c2=O)cc1	2.4%	1.3%	2.4%	1.1	0.15	1191	1.7%	-7.9%	-0.8%	5.0%
O=c1[nH]c2ccccc2n1CCCOc1ccccc1	2.4%	17.1%	0.1%	1.1	0.37	1143	-0.1%	8.8%	0.5%	2.0%
CC(=O)c1cccc(NC(=O)C2=CC(c3ccco3)=NS(=O)(=O)N2C)c1	x	1.9%	x	x	x	x	-0.2%	-2.0%	x	16.8%
O=C(CSc1nnc(-c2c[nH]c3ccccc23)n1CC1CCCO1)Nc1ccc2c(c1)OCCO2 (stereo not given)	-6.2%	1.7%	-3.2%	1.3	0.27	957	-0.2%	-8.2%	-0.2%	8.7%
O=C(O)C1CCN(Cc2cccnc2)CC1	-19.3%	1.1%	-24.3%	1	-0.27	1171	0.5%	-11.2%	-0.2%	9.5%
C=CCc1ccccc1OCC(O)CNC(=O)c1ccccc1C(=O)O (stereo not given)	x	0.3%	x	x	-0.1	1087	-0.1%	7.3%	x	16.4%
Cc1cc(C)cc(N=c2c([N+](=O)[O-])nn(-c3ccc(Cl)cc3)n2O)c1	-3.4%	14.4%	-13.9%	1	x	x	-1.1%	-3.9%	-1.6%	9.7%
CCOC(=O)c1nn(-c2ccc(F)cc2)c(C)c1C(C)=O	-0.1%	2.0%	-8.8%	1	0.26	995	-0.4%	-3.7%	2.6%	5.0%
CCN1C(=O)c2ccc(C(=O)Nc3ccc4c(c3)OCO4)cc2C1=O	x	0.6%	x	x	x	x	0.1%	2.3%	x	0.7%
CSc1nc2ccc(NC(=O)c3ccc(=O)[nH]c3)cc2s1	x	u	x	x	x	x	0.6%	10.1%	x	16.5%
Cc1ccc(CNC(=O)COC(=O)c2cc3c(s2)CCC(C)C3)cc1 (stereo not given)	14.0%	1.4%	14.0%	1.1	1.75	1506	-0.6%	-6.9%	-2.0%	0.6%
CC(NC(=O)CSc1nc(=O)cc(N)n1CCc1ccccc1)c1ccccc1 (stereo not given)	-0.7%	1.0%	1.4%	1.1	-0.11	1620	-0.2%	8.6%	-0.4%	-5.7%
Cc1c(C)n(CCC#N)c2ccccc12	2.5%	2.5%	2.9%	1.1	0.3	1424	0.2%	11.6%	0.8%	-0.7%
COc1ccc(CNCC(O)(c2ccc(F)cc2)c2ccc(F)cc2)cc1	-4.2%	-2.4%	-1.8%	1.1	0.56	1023	-1.2%	-1.9%	0.6%	10.4%
CC(C)c1ccccc1NC(=O)c1cnccn1	-2.1%	0.2%	10.7%	1.1	1.08	1284	0.7%	5.4%	4.0%	0.3%
CC(=O)c1ccc(N2CCN(CC(O)COC(c3ccccc3)c3ccccc3C)CC2)cc1 (stereo not given)	x	15.8%	x	x	x	x	-1.3%	-4.3%	x	8.1%
O=c1ccc(C(F)(F)F)cn1Cc1cc(=O)n2cc(Br)ccc2n1	10.6%	1.5%	-4.0%	1.1	-0.21	1361	-0.5%	-3.2%	-0.3%	11.3%
Cc1ccc2cccc(NC(=O)C(F)(F)F)c2n1	9.3%	2.7%	17.8%	1	-0.3	1161	0.6%	x	-1.3%	x
O=C(COC(=O)c1ccc2ccccc2n1)c1ccccc1	-2.7%	0.5%	-5.0%	1.1	1.25	1186	-0.2%	-3.7%	-2.6%	4.2%
CC(=O)Nc1ccc(N2C(=O)CSC2c2ccccc2)cc1 (stereo not given)	x	2.4%	x	x	x	x	0.2%	6.6%	x	3.9%
COc1ccc(C(=O)n2cc(C(C)=O)c3ccccc32)cc1	x	3.0%	x	x	x	x	-0.6%	-6.3%	x	7.3%
COc1cc(OC)c(N(C)S(=O)(=O)c2cccc(C(=O)OCC(=O)NCc3ccco3)c2)cc1Cl	1.6%	0.9%	15.7%	1.1	0.23	1292	0.4%	-0.5%	-1.8%	12.6%
Cc1cc(N2CCN(c3cccc(C(F)(F)F)c3)CC2)n2nc(C)nc2n1	3.9%	7.7%	12.5%	1.1	-0.15	1197	0.1%	-2.9%	3.5%	-1.0%
O=C1CC(c2ccccc2)CC(O)=C1C=NCCN1CCOCC1 (stereo not given)	-6.1%	1.8%	-0.8%	1.1	-0.21	1301	0.1%	11.0%	x	3.2%
CNc1nnc(-c2cc3ccccc3oc2=O)s1	9.1%	1.2%	7.1%	1.1	0.27	1473	0.2%	-8.1%	-2.1%	12.2%
Cc1ccc(NC(=O)OCc2cc(-c3ccccc3)on2)cc1	2.3%	2.5%	0.0%	1.1	-1.61	1534	-0.4%	-5.4%	-1.8%	9.8%
CCN1CCN(C(CNS(=O)(=O)c2ccc(Cl)cc2)c2cccnc2)CC1 (stereo not given)	x	-0.2%	x	x	x	x	0.3%	3.3%	x	4.7%
Cc1ccc(C(=O)Nc2c3c(nn2-c2ccccc2)CS(=O)(=O)C3)cc1C	x	2.9%	x	x	x	x	-1.1%	5.2%	x	3.8%
COc1ccc(S(=O)(=O)n2[nH]c(=O)c(CCO)c2C)c([N+](=O)[O-])c1	14.6%	1.4%	-12.7%	0.9	0.07	1563	-1.1%	-1.1%	-0.2%	11.2%
Cc1ccc(C2N=C(N)Nc3nc(=O)c4ccccc4n32)cc1 (stereo not given)	x	0.3%	x	x	0.6	1122	0.0%	-3.1%	x	2.9%
COCCCNC(=S)N1CCN(C)CC1	x	-1.6%	x	x	0.12	919	0.1%	-5.0%	x	10.7%
O=C(COC(=O)C1C2CC3OC(=O)C1C3C2)Nc1cccc(C(F)(F)F)c1 (stereo not given)	x	0.7%	x	x	x	x	0.1%	-1.1%	x	14.8%
O=S(=O)(Nc1nc2ccccc2nc1NCc1ccco1)c1ccc(Cl)cc1	-17.1%	7.6%	-2.3%	1.1	0.38	930	0.1%	-10.5%	x	14.2%
Cc1ccc(S(=O)(=O)NCC(c2ccccc2)N2CCN(CCC#N)CC2)cc1 (stereo not given)	4.8%	-0.5%	5.9%	1.1	0.06	1937	-0.1%	-4.7%	-2.5%	1.5%
NS(=O)(=O)c1cccc(NC(=O)CC23CC4CC(CC(Br)(C4)C2)C3)c1	x	1.1%	x	x	x	x	-0.6%	4.4%	x	2.3%
Cn1c(-c2ccccc2)c[n+]2c1CCCCC2	-7.5%	-1.2%	-8.8%	1.1	-1.41	1212	0.3%	5.8%	-1.1%	6.5%
CN(C)c1nc(N)nc(CSc2ccccn2)n1	0.2%	0.3%	5.8%	1.1	-0.64	915	0.1%	0.2%	-3.7%	-5.1%
COc1ccc(CNC(=O)C(C)NCc2ccc(S(N)(=O)=O)cc2)cc1 (stereo not given)	x	0.7%	x	x	x	x	0.4%	-2.2%	x	9.1%
O=C(NCC1CCCO1)c1ccc(OC2CCN(C(=O)C3CC3)CC2)cc1 (stereo not given)	-7.5%	2.5%	3.6%	1.1	0.55	1413	-0.7%	-11.5%	-0.2%	5.2%
COCCOC(=O)c1c(C)nc(SCC(=O)Nc2ccc(OC)cc2)c(C#N)c1-c1ccco1	14.3%	0.5%	14.4%	1	0.2	971	0.3%	2.6%	-1.2%	9.6%
Nc1[nH]c(=S)nc2nc(-c3ccccc3)c(-c3ccccc3)nc12	5.6%	0.3%	-6.3%	1.5	-0.18	1390	-1.4%	-6.1%	-0.8%	27.1%
